Bioassay records (PubChem)
M. tuberculosis GlmU = inhibition of mycobacterial GlmU enzyme – biochemical, glucosamine-1-phosphate acetyltransferase (AID 1376); M. tuberculosis GlmU acetyltransferase enzyme assay; higher % means a stronger effect; Bifunctional protein GlmU (Mycobacterium tuberculosis (strain ATCC 25618 / H37Rv)); 0.25% of 220,000 active; one-dose inhibition, %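 (tested at 30 µM in the primary screen)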; IC50 in µM for titrated hits; in the data active = inhibition above about 13%;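 also: 0% = complete reaction with vehicle and 100% = reaction without substrate; strong numbers were not always called active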
RmlCD inh 1536 = M. tuberculosis RmlC/RmlD coupled enzyme inhibitors, primary screen, biochemical, compound mixtures, 384-well, from 1536-well plates; dTDP-4-dehydrorhamnose reductase (Mycobacterium tuberculosis (strain ATCC 25618 / H37Rv)) …; RmlC+RmlD coupled enzyme assay, percent inhibition; primary screen in compound mixtures; inhibition, % at 3.6 µM; 0.03% of 160,000 active; in the data active = inhibition mostly above about 34%, no sharp cut-off; also: some results filed as inactive read as strong as hits
Target sequence (P9WH09 whole entry, looked up): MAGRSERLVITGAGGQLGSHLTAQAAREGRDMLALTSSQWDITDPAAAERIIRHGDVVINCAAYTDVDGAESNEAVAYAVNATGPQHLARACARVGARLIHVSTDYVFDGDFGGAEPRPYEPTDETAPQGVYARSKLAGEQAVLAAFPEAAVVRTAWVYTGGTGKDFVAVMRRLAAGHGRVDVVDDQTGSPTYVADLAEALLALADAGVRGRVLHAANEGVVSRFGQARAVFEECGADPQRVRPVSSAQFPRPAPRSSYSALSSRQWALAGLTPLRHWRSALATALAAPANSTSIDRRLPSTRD
Target sequence (P9WH11 whole entry, looked up): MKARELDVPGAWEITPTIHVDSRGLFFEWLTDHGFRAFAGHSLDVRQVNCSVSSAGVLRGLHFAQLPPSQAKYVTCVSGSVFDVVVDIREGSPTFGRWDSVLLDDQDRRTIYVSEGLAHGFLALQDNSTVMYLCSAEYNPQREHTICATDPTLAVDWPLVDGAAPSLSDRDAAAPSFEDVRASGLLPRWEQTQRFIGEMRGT
* hit, by the source's call; . = not tested or not shown. Not all compounds are listed; rates above refer to the full screens.

SMILES | M. tuberculosis GlmU | RmlCD inh 1536
COC(=O)C1=C(C)N(CCc2ccc(OC)c(OC)c2)C(=O)/C1=C\N(C)C | 1.4% | .
Cc1cccc(CSc2ncc(CO)n2C)c1 | 3.7% | -4
CCNC(=S)N1CCN(CC(=O)Nc2ccc(Br)cc2)CC1 | -1.0% | -3
CCOc1ccc(N2CC(C(=O)Nc3ccccc3F)CC2=O)cc1 (stereo unspecified) | 5.0% | -4
CCOC(=O)CC/C(C)=N\N=C1\SC(CC(=O)O)C(=O)N1c1ccccc1 (stereo unspecified) | -4.6% | .
C=C(C)Cn1c(-c2cccs2)n[nH]c1=S | 3.5% | -12
Cc1ccc(S(=O)(=O)N(C)Cc2nc(-c3ccncc3)no2)cc1 | 5.5% | 5
COc1ccccc1NC(=O)N1c2ccccc2NC(=O)CC1C (stereo unspecified) | -1.8% | 3
N/C(=N\OC(=O)c1cccc2ccccc12)c1ccccn1 | 0.8% | 2
NCCc1ccccc1 | 2.8% | .
Nc1ccc2nc(SCc3ccccc3F)sc2c1 | 0.0% | -11
CCOC(=O)c1nn(-c2ccc(OC)cc2)c(=O)c2c(N)scc12 | 3.3% | 16
O=C(CSc1nc2ccccc2c(=O)n1CCCO)N1CCc2ccccc21 | -2.7% | 5
CCc1ccc(N2CC34C=CC(O3)C(C(=O)OC(C)C)C4C2=O)cc1 (stereo unspecified) | -2.2% | -6
OCCNc1nc(N2CCN(Cc3ccccc3)CC2)nc2ccccc12 | 5.5% | .
O=C(CCC(=O)NNC(=O)COc1ccc(Br)cc1Br)NCc1ccccc1 | -4.9% | -5
CCOC(=O)c1ccc2c(c1)NC(=O)C(N1CCN(c3ccc(OC)cc3)CC1)S2 (stereo unspecified) | -2.6% | 7
CCOC(=O)C[C@H]1c2ccccc2S(=O)(=O)N1c1cccc(OC)c1 | 3.1% | .
Nc1nc(CSC(=S)N2CCOCC2)nc(Nc2ccc(F)cc2)n1 | -1.9% | 19
O=c1oc2ccccc2n1CCc1ccccc1 | -5.0% | 8
O=C(COC(=O)c1cn(-c2ccccc2)nc1-c1cccnc1)NC1CC1 | 6.4% | 8
CC1CN=C(N(C(=O)Nc2ccccc2)c2ccc(S(=O)(=O)N3CCOCC3)cc2)S1 (stereo unspecified) | 8.0% | .
CCOC(=O)N1CCN(CCC(=O)c2ccc(Cl)cc2)CC1 | 6.2% | 11
Cc1ccc(Nc2ncnc3sc(C)c(C)c23)cc1 | -1.5% | .
COC(=O)c1cc(=O)nc2scc(C)n12 | -8.2% | .
C=CCN1C(=O)C(Cc2ccc(OC)cc2)SC1=Nc1ccc(C(=O)O)cc1 (stereo unspecified) | -0.7% | 5
COc1ccccc1N(C)S(=O)(=O)c1ccc(C(=O)OC(C)C(=O)NCc2ccc3c(c2)OCO3)cc1 (stereo unspecified) | -3.0% | 10
COc1ccc(OC)c(NC(=O)[C@@H]2CCCN2C(=O)c2cccs2)c1 | -2.0% | 5
CC(C(=O)N1CCN(C)CC1)N1C(=O)c2ccccc2C1=O (stereo unspecified) | 2.4% | .
CC1=CC(c2ccccc2)n2nc(NS(=O)(=O)c3ccc(C)cc3)nc2N1 (stereo unspecified) | -3.2% | 11

Compound profiles, as listed above. Values in the order: M. tuberculosis GlmU	RmlCD inh 1536
Listed for CC1=CC(c2ccccc2)n2nc(NS(=O)(=O)c3ccc(C)cc3)nc2N1 (stereo unspecified) : -3.2%	11
Listed for O=C(COC(=O)c1cn(-c2ccccc2)nc1-c1cccnc1)NC1CC1 : 6.4%	8

Continued:
SMILES | M. tuberculosis GlmU | RmlCD inh 1536
CCN(CC)c1ccc(CNCCc2ccccc2F)cc1 | 1.5% | 0
COc1ccc(-n2c(CNC(=O)COc3ccc(Cl)cc3)n[nH]c2=S)cc1 | -2.3% | 9
O=[N+]([O-])c1cc2c(cc1CNCCc1ccc3c(c1)OCO3)OCO2 | -3.8% | -7
CCN(CC)S(=O)(=O)c1cccc(-c2n[nH]c(=S)n2C)c1 | 1.0% | 9
CCN(c1ccccc1)S(=O)(=O)c1cccc(C(=O)NCC(c2cccs2)N(C)C)c1 (stereo unspecified) | 2.6% | -3
COC(=O)c1cc(S(=O)(=O)N2CCC(C)CC2)ccc1F | -0.9% | 11
c1ccc2[nH]c(SN3CCOCC3)nc2c1 | 3.3% | 6
O=C(C(c1ccccc1)c1ccccc1)N1CC[C@@]2(O)CCCC[C@H]2C1 | 3.9% | .
CS(=O)(=O)N1CCc2cc(S(=O)(=O)Nc3ccc4c(c3)OCCO4)ccc21 | 5.0% | 3
O=S(=O)(c1ccc(Cl)cc1)N1CCCC1c1nc(-c2ccc(Cl)cc2)no1 (stereo unspecified) | 7.5% | 49
O=C(CCCc1nc(-c2ccccc2)no1)Nc1cccnc1 | 3.0% | 64
CCN(CC)S(=O)(=O)c1cc(NC(=O)CSc2nnc(-c3cccs3)o2)ccc1C | -2.3% | -11
CCc1nc(N2CCNCC2)c(C#N)c2c1CSC(C)(C)C2 | . | -4
O=C(NNC(=O)c1sccc1-n1cccc1)Nc1ccccc1 | -1.0% | 3
Cc1noc(C)c1CSc1cc(C)c2ccccc2n1 | 11% | .
CCNC(=O)/C(=C\c1ccccc1)NC(=O)/C=C/c1ccccc1 | 0.9% | 12
COc1ccc(C2C(C(=O)c3ccco3)=C(O)C(=O)N2CC2CCCO2)cc1 (stereo unspecified) | 7.6% | .
CCOC(=O)C1=C(N)OC2=C(C(=O)CCC2)C1c1cccnc1 (stereo unspecified) | 2.8% | 7
CC(=O)Nc1ccc(Oc2cc(C#N)c(C#N)cc2N2CCOCC2)cc1 | 3.5% | .
CCOC(=O)c1c(NC(=O)CSc2nncs2)sc(C)c1-c1ccccc1 | -0.9% | 0
COc1cccc(CN(C)CC(=O)Nc2sc3c(c2C#N)CCC3)c1 | 3.0% | .
COc1ccc(NC(=O)c2c([N+](=O)[O-])c(C(C)(C)C)nn2C)cc1 | 1.6% | -11
CCOC(=O)Cn1c2c(c(=N)c3c1CCC3)CCCC2 | -1.3% | -10
CCCCC(O)(C(NC=O)C(=O)OC)C(F)(F)F (stereo unspecified) | 0.2% | .
Oc1ccc(/C=C/c2ccc3ccccc3n2)cc1 | 0.6% | 1
CN(CCc1ccccn1)Cc1ccc(Cl)cc1Cl | 6.9% | -19
COc1ccc(NC(=O)C2CCN(c3cc(C)nc(-c4ccccc4)n3)CC2)cc1 | -6.0% | .
COc1cccc(-c2csc(N3CCN(C(=S)Nc4ccc(Cl)cc4)CC3)n2)c1 | -4.9% | 14
Cc1cccc(-c2noc(CN(C(=O)c3c(-c4ccccc4Cl)noc3C)C(C)C)n2)c1 | 1.3% | 5
CC1(C)N=C(SCC(=O)Nc2ccccc2)C(c2ccc(Cl)cc2)=N1 | -6.2% | 8
Cc1cc(NCCOCCO)n2ncc(-c3ccc(Cl)cc3)c2n1 | -1.5% | .
Cc1ncoc1C(=O)N1CCCC(C(=O)c2cccc(C(F)(F)F)c2)C1 (stereo unspecified) | 5.9% | 1
COC(=O)c1nc(N)sc1-c1ccccc1 | 0.7% | 12
COc1ccccc1OCC(=O)N1CCN(c2ccccc2OC)CC1 | 2.8% | .
CC(OC(=O)Cc1ccc(Cl)cc1)C(=O)NCCC1=CCCCC1 (stereo unspecified) | -9.0% | 6
CN(C(=O)c1cccc(C#N)c1)c1nnc(C2CCCO2)s1 (stereo unspecified) | -6.2% | -13
COc1ccc(-n2nc(C(C)=O)c(=O)[nH]c2=O)cc1 | -0.1% | .
CC(C)CC(=O)N1CCN(S(=O)(=O)c2ccc(F)cc2)CC1 | -2.7% | 9
COCCNC(=O)CN(C(=O)Cn1nnc2ccccc21)c1ccccc1 | -2.9% | 1
Cc1cc(/C=C(\C#N)C(=O)NC2CCCCCC2)c(C)n1C | -2.1% | -9

By substructure, those above containing an aryl thioether with sulfur outside any ring.
SMILES | M. tuberculosis GlmU | RmlCD inh 1536
Cc1cccc(CSc2ncc(CO)n2C)c1 | 3.7% | -4
Nc1ccc2nc(SCc3ccccc3F)sc2c1 | 0.0% | -11
O=C(CSc1nc2ccccc2c(=O)n1CCCO)N1CCc2ccccc21 | -2.7% | 5
CCN(CC)S(=O)(=O)c1cc(NC(=O)CSc2nnc(-c3cccs3)o2)ccc1C | -2.3% | -11
Cc1noc(C)c1CSc1cc(C)c2ccccc2n1 | 11% | .
CCOC(=O)c1c(NC(=O)CSc2nncs2)sc(C)c1-c1ccccc1 | -0.9% | 0

The list goes on:
SMILES | M. tuberculosis GlmU | RmlCD inh 1536
C=CCN(CC=C)CCCOc1ccc(C)cc1OC | -5.9% | .
CCO[C@H]1OC(C(=O)O)=C[C@@H](c2coc3ccccc3c2=O)[C@@H]1CCCO | -0.9% | .
CCOC(=O)c1sc(NC(=O)c2cc(-c3ccccc3C)nc3ccccc23)c(C#N)c1C | 3.7% | 2
O=C(Nc1nn[nH]n1)c1cccc(Oc2ccccc2)c1 | 5.0% | -6
CCOC(=O)C1CCN(C(=O)CCCCn2c(=O)[nH]c3ccccc3c2=O)CC1 | -0.1% | .
CCc1ccccc1OCCCCCNCCO | 2.7% | .
O=C(CSc1ncccn1)NCc1ccc(F)cc1 | 1.5% | .
O=C(Nc1nnc(-c2ccco2)o1)c1ccc([N+](=O)[O-])s1 | 2.1% | -8
Cn1ncc2c(Nc3ccc(-c4ccccc4)cc3)ncnc21 | 3.4% | 12
COc1cc2c(cc1OC)CN(C(=O)c1cccc(S(=O)(=O)N(C)C)c1)CC2 | 2.2% | 4
Cn1c(=O)c2c(nc(NCc3ccco3)n2CCc2ccccc2)n(C)c1=O | -0.9% | -2
CCC(=NCc1cccnc1)c1c(O)n(-c2ccccc2)c(=O)[nH]c1=O | 2.0% | 9
CN(C)C(=O)COC(=O)/C=C/c1cn(-c2ccccc2)nc1-c1cccs1 | 1.5% | -5
Cc1cccc(N2CCN(C(=O)CCNS(=O)(=O)c3ccc4c(c3)CCC(=O)N4)CC2)c1C | 7.5% | .
O=C(/C=C/c1ccc(S(=O)(=O)NCc2ccco2)cc1)N1CCN(c2ccccc2)CC1 | -2.7% | .
O=C(O)c1ccc(N/N=C/c2ccc3c(c2)OCO3)cc1 | -3.8% | 8
C=CCOc1cccc(C2C(C(=O)c3ccc(C)o3)=C(O)C(=O)N2CCN(C)C)c1 (stereo unspecified) | -1.0% | 1
Cc1ccc(NC(=O)Cn2cnc3cc([N+](=O)[O-])ccc3c2=O)c(Cl)c1 | -3.5% | 14
O=C(Nc1ccc(S(=O)(=O)N2CCCC2)cc1)N1c2ccccc2Sc2ccccc21 | -0.6% | 3
Cc1nc2ccccc2n1CC(=O)N1CC(=O)Nc2ccccc21 | 9.5% | -5
COc1ccc(NC(=O)c2cccc(NC(=O)C3C4CC5OC(=O)C3C5C4)c2)c(OC)c1 (stereo unspecified) | 0.9% | -7
CN1CCN(c2nc3c(c(=O)[nH]c(=O)n3C)n2CCSc2nnnn2-c2ccccc2)CC1 | 0.5% | -10
COCC(C)N=C1NN=C(c2c[nH]c3ccccc23)CS1 (stereo unspecified) | 7.2% | .
CCOC(=O)C1=C(C)NC(=O)NC1c1ccc(OCCO)c(OC)c1 (stereo unspecified) | 1.7% | -7
CCOC(=O)c1c(NC(=O)CCN2C(=O)c3cccc([N+](=O)[O-])c3C2=O)sc(C(=O)OC(C)C)c1C | -4.4% | -1
COC(=O)c1ccc(NC(=O)NS(=O)(=O)c2ccc(C)cc2)cc1 | -2.8% | -4
CCC(=O)N1CCN(c2ccc(NC(=S)NC(=O)COc3ccccc3)cc2)CC1 | 0.2% | 3
CC(C)(C)n1nnnc1C(c1ccc(F)cc1)N(Cc1ccc(F)cc1)Cc1ccco1 (stereo unspecified) | -5.7% | .
O=C(O)CCc1c(C(=O)O)[nH]c2ccccc12 | 2.7% | .
CN(C(=O)c1cc2c(s1)-c1ccccc1S(=O)(=O)C2)c1ccccc1 | -0.1% | 0
CCOC(=O)CSc1ccc(S(=O)(=O)N2CCCC2)cc1[N+](=O)[O-] | -5.2% | 11
COc1ccc(C(=O)CN2CCCCC2)cc1 | 0.0% | 19
c1ccc(-c2nnnn2CCOCCn2nnnc2-c2ccccc2)cc1 | -2.1% | -5
COc1ccc(C2/C(=C(\O)c3cc(C)ccc3C)C(=O)C(=O)N2CCN(C)C)cc1OC (stereo unspecified) | -3.1% | -5
O=C(OCC(=O)N1CCCCC1)c1ccccc1SCC(=O)N1CCCCC1 | -3.1% | 9
CCC(CC)c1ncc[nH]1 | 1.2% | -8
Cn1ccnc1SCC(=O)Nc1ccc2nc(SCC(=O)NC3CC3)sc2c1 | -4.5% | .
COc1ccc(C2/C=C\CN(C(=O)NC(C)C)CC(=O)N2Cc2ccc(F)cc2)cc1 (stereo unspecified) | 5.8% | .
CCOc1ccccc1-n1c(COc2ccc(C)cc2)nnc1SCC(N)=O | 1.5% | .
COc1ccc(NC2=NCCC2)cc1 | -6.3% | .
Cn1nnnc1SCC(=O)c1c(N)n(C)c(=O)n(C)c1=O | -0.7% | .
CCN(CC)c1ccc(C(=O)OCc2c(C)noc2C)cc1 | -0.5% | -9
OCc1n[nH]c(CO)n1 | 0.9% | -8
O=C(CCCN1C(=O)c2cccc3cccc(c23)C1=O)N1CCN(c2ccccc2O)CC1 | 3.9% | 3

Random excerpt: 6 compounds from above, in no set order.
SMILES | M. tuberculosis GlmU | RmlCD inh 1536
Cc1cccc(CSc2ncc(CO)n2C)c1 | 3.7% | -4
CCN(CC)S(=O)(=O)c1cc(NC(=O)CSc2nnc(-c3cccs3)o2)ccc1C | -2.3% | -11
C=CCOc1cccc(C2C(C(=O)c3ccc(C)o3)=C(O)C(=O)N2CCN(C)C)c1 (stereo unspecified) | -1.0% | 1
CC1(C)N=C(SCC(=O)Nc2ccccc2)C(c2ccc(Cl)cc2)=N1 | -6.2% | 8
Cn1c(=O)c2c(nc(NCc3ccco3)n2CCc2ccccc2)n(C)c1=O | -0.9% | -2
CCOC(=O)c1ccc2c(c1)NC(=O)C(N1CCN(c3ccc(OC)cc3)CC1)S2 (stereo unspecified) | -2.6% | 7
